GPR35 arrestin U2OS: GPR35 antagonists blocking zaprinast-driven arrestin recruitment, primary screen, imaging, U2OS, beta-arrestin-GFP, zaprinast agonist (AID 2058); U2OS GPR35 beta-arrestin-GFP translocation imaging, zaprinast antagonism; higher % means a stronger effect; inhibition, % at 10 µM, or IC50 in µM where a hit was titrated; 290,000 compounds, 0.052% hits;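 active = inhibition of at least 50% with at least 30 cells and total cytoplasm GFP at most 10,000,000; inconclusive = under 30 cells or total GFP of 10,000,000 plus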
GPR55 antagonists: GPR55 antagonists blocking LPI-driven arrestin recruitment, primary screen, imaging, U2OS, beta-arrestin-GFP, LPI agonist (AID 2013) | U2OS GPR55 beta-arrestin-GFP translocation imaging, LPI antagonism; higher % means a stronger effect | one-dose inhibition, % at 10 µM; IC50 in µM for titrated hits | 290,000 compounds, 0.13% hits;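 active = spots per cell inhibited over 60%, with over 100 cells counted and total cytoplasm intensity under 500,000; inconclusive = wells with under 100 cells, flagged as likely toxic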;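 note: U2OS cells stably carrying GPR55 and arrestin-GFP stimulated by 5 µM LPI near EC80; imaged beta-arrestin-GFP aggregate spots per cell after agonist stimulation; plate controls were LPI-stimulated DMSO wells for no effect and DMSO wells without LPI for full effect; some results filed as inactive read as strong as hits; confirmed hits need IC50 under 10 µM and bright autofluorescent wells are also inconclusive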
LYP phosphatase: inhibitors of LYP phosphatase, biochemical, fluorescence intensity, uHTS (AID 1779); recombinant LYP phosphatase, fluorescence intensity; higher % means a stronger effect; inhibition, % at 11.5 µM, or IC50 in µM where a hit was titrated; 290,000 compounds, 0.054% hits; in the data active = inhibition above about 50%;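 note: plate controls were vehicle with enzyme for no effect and no enzyme for full effect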
Siah-1 displacement: blockers of Siah-1 interaction with plectin peptide – biochemical, fluorescence polarization, rhodamine-plectin, uHTS, primary screen (AID 1817) | Siah-1 / rhodamine-plectin peptide fluorescence polarization; higher % means a stronger effect | displacement, % at 20 µM, or IC50 in µM where a hit was titrated | 290,000 compounds, 0.02% hits;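 active = displacement of at least 50% at 20 µM, with a fluorescence ratio check between 0.3 and a set limit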;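 note: plate controls were Siah plus tracer with DMSO for no effect and tracer alone without Siah for full effect; strong numbers were not always called active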
HIV fusion peptide: cell-free HIV fusion peptide-binding blockers – biochemical, uHTS, fluorescence dequenching, primary screen (AID 1986); cell-free peptide binding, fluorescence dequenching, 30 min; higher % means a stronger effect; 290,000 compounds, 0.3% hits; inhibition, % at 20 µM; hits with a dose series show IC50 in µM; in the data active = inhibition mostly above about 52%, no sharp cut-off; inactive = mostly below about 76%; note: some results filed as inactive read as strong as hits
PhoP inhibition: PhoP-dependent GFP reporter repression – Salmonella Typhimurium, primary screen (AID 1863); inhibition, % at 50 µM, or IC50 in µM where a hit was titrated; 300,000 compounds, 0.16% hits; S. Typhimurium PhoP-regulated promoter GFP reporter, 4 h; higher % means a stronger effect;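 active = inhibition over 29.93%, a cutoff 3 SD above the screen mean, later confirmed by dose response; inconclusive = inhibition over 29.93% but no dose response follow-up; inactive = inhibition at most 29.93% or unconfirmed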;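 note: 0% = low Mg2+ inducing control and 100% = high Mg2+ repressing control; strong numbers were not always called active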
Myeloid diff 2: myeloid differentiation induction; ER-HoxA9 myeloid progenitors, lysozyme-GFP differentiation, flow cytometry; calls only at 10 µM; 360,000 compounds, 1% hits;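 active = normalized GFP-positive differentiation at or above the plate's own cutoff, the solvent-only control mean plus 3 SD; inconclusive = no clear call, values can overlap the other calls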;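 note: cells exposed to compound for four days before flow analysis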
Rac1 GTP hydrolysis: MgcRacGAP GTPase-activating activity inhibitors, confirmation, biochemical, ADP Hunter fluorescence; one-dose inhibition, % at 30 µM; IC50 in µM for titrated hits; MgcRacGAP-stimulated Rac1 GTP hydrolysis, ADP Hunter fluorescence; higher % means a stronger effect; GST-tagged Rac1 F28L mutant substrate; AID 624330; 340,000 compounds, 0.6% hits;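 active = first-screen hits whose inhibition reached a set limit at any dose in the follow-up dose series; inconclusive = inhibition above the set first-screen limit but never retested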;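 note: fluorescence reports GDP produced by GAP-driven GTP hydrolysis; strong numbers were not always called active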
NTR1 ag: NTR1-driven beta-arrestin-GFP spot formation – imaging, U2OS cells, high content, primary screen (AID 493036); P30989; agonist mode; activation, % at 20 µM; 330,000 compounds, 0.17% hits;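 active = activation at or above 40% of the spot to cytoplasm intensity ratio, with at least 20 cells analyzed; inconclusive = wells under 20 cells, flagged as cytotoxic or low count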;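 note: 0% = DMSO without peptide and 100% = 100 nM NTR1 peptide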
Target sequence (P30989 whole entry, looked up): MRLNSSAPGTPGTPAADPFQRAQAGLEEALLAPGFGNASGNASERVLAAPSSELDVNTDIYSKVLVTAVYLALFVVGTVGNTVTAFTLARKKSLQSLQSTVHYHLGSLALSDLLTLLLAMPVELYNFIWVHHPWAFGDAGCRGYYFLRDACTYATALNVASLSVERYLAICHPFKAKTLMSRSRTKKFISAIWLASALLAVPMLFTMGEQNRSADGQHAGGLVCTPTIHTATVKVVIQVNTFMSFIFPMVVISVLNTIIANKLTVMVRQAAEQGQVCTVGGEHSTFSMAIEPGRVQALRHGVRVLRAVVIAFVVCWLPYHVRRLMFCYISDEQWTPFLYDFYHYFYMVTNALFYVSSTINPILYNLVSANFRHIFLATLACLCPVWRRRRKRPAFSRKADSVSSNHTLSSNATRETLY
NTR1 ag cell count 20 µM: recorded beside NTR1 ag, whose call it bears; cell count; measured here: cell count, cytotoxicity flag
Myeloid diff 2 GFP+ MAC1+ %: further read-out of Myeloid diff 2, marked with its call; GFP+ MAC1+ double positive, %; measured here: differentiation confirmed by MAC1 staining
* hit, by the source's call; i = inactive; ? = inconclusive; / = no result given; + = active, no number.

SMILES	GPR35 arrestin U2OS	GPR55 antagonists	LYP phosphatase	Siah-1 displacement	HIV fusion peptide	PhoP inhibition	Myeloid diff 2	Myeloid diff 2 GFP+ MAC1+ %	Rac1 GTP hydrolysis	NTR1 ag	NTR1 ag cell count 20 µM
COc1cccc(OC)c1C(=O)Nc1ccc(S(=O)(=O)N2CCCCC2)cc1	13%	-18%	-4%	1%	-0.1%	-1%	i	0.3	0%	0.7	52
COc1cccc(C(=O)NNc2c3ccccc3nc3ccccc23)c1	0%	-6%	-4%	-2%	-4.1%	1%	i	1.1	/	35	102
CC(=O)Nc1cccc(NC(=O)CSc2ccc(C(F)(F)F)cc2[N+](=O)[O-])c1	3%	-1%	-10%	-7%	-3.3%	21%	i	0.3	10%	-0.8	50
Cc1c(C(=O)c2ccccc2)c(=O)n(C)c(=O)n1C	-16%	13%	-5%	3%	-1.8%	-5%	i	0.0	4%	-0.6	67
COCC1CCN(Cc2c(C(=O)N3CCc4ccccc4C3)nc3ccc(Cl)cn23)C1 (centres undefined)	-6%	-4%	-7%	1%	37%	-4%	i	4.4	11%	1.9	52
O=C(COC(=O)c1cccnc1)c1ccc(Cl)c(Cl)c1	6%	-2%	-4%	-3%	2.1%	15%	i	0.7	12%	-0.8	51
O=C(O)CCN1C(=O)/C(=C/c2ccc(-c3nc4ccccc4s3)o2)SC1=S	10%	22%	15%	22%	25%	-1%	+	1.4*	31µM*	-0.9	31
CCN1CCN(c2ccc(S(=O)(=O)N3CCOCC3)cc2NC(=O)CCOc2ccccc2)CC1	-7%	6%	-11%	12%	1.0%	6%	i	0.6	6%	0.4	82
COc1ccc(C(=O)N/C(=C/c2ccc(Cl)cc2)C(=O)Nc2ccc(C(=O)O)cc2)cc1	-12%	12%	-4%	14%	5.5%	5%	i	0.6	11%	0.1	57
N/C(=N\OC(=O)c1ccc([N+](=O)[O-])cc1)c1cccnc1	-7%	0%	-4%	9%	1.1%	-6%	i	0.8	8%	1.0	38
COc1ccccc1N1CCN(CC(=O)NCC2CCCO2)CC1 (centres undefined)	21%	1%	-5%	13%	-1.3%	4%	i	1.1	52µM*	2.3	41
CC(OC(=O)c1ccc(NC(=O)CC#N)cc1)C(=O)Nc1ccc2c(c1)OCCO2 (centres undefined)	/	/	/	/	/	7%	i	0.4	7%	0.6	69
O=C(CCN1C(=O)c2cccc3cccc(c23)C1=O)N1CCN(Cc2ccc3c(c2)OCO3)CC1	2%	/	-5%	-3%	-0.9%	-6%	i	6.9	-4%	1.3	59
N#CC1(NC(=O)COC(=O)c2ccc(Cl)nc2)CCCCC1	/	/	/	/	/	7%	i	0.6	-1%	-1.2	59
Nc1nnc(-c2ccc(Cl)cc2)o1	11%	-1%	-11%	3%	-2.2%	-3%	i	0.1	8%	1.8	59
Cc1nc(NC2=NC(C(=O)Nc3ccc(Cl)cc3)CC(=O)N2)nc2ccccc12 (centres undefined)	-12%	6%	0%	-2%	-0.6%	7%	/	/	/	/	/
Nc1ccc(C(=O)Nc2cccc(NC(=O)c3ccc(N)cc3)c2)cc1	-4%	-3%	-10%	9%	-0.1%	7%	i	0.3	10%	-1.1	53
O=C(CCNS(=O)(=O)c1ccc(Cl)cc1)OCC(=O)c1ccc[nH]1	-6%	-13%	-5%	10%	-0.9%	-6%	i	0.6	-5%	1.3	58
COc1ccccc1/C=C/C(=O)NCC(=O)N/N=C/c1cc(Br)ccc1OC	-22%	10%	0%	1%	1.5%	9%	i	0.6	6%	1.2	58
Cc1c(C(=O)N2CCOCC2)[nH]c2ccc(OCc3ccccc3)cc12	-2%	6%	-8%	-6%	-1.8%	-10%	i	1.7	2%	0.1	77
CCN(CC)CCN(C(=O)C1CCCCC1)c1nc2cc3c(cc2s1)OCO3	-9%	4%	-8%	5%	1.1%	-4%	i	5.1	8%	4.1	60
CCn1c2ccccc2c2cc(C3C(C#N)=C(C)NC(C)=C3C#N)ccc21	0%	3%	-13%	-6%	-0.7%	3%	i	1.7	4%	3.0	59
Cc1cc(-c2nnc(-c3cc4ccccc4oc3=O)o2)c(C)n1-c1ccccc1	20%	16%	-9%	-4%	1.2%	4%	i	0.5	5%	6.0	80
COc1ccc(/C=N/OCC(=O)NCC(C)C)c(OC)c1	-3%	0%	-4%	4%	-1.4%	4%	i	0.1	2%	-0.3	47
Cc1ccc2c(c1)c1c(n2CC(O)Cn2c(C)nc3ccccc32)CCCC1 (centres undefined)	3%	-10%	-9%	2%	-0.5%	5%	i	3.2	8%	19	44

Further entries.
SMILES	GPR35 arrestin U2OS	GPR55 antagonists	LYP phosphatase	Siah-1 displacement	HIV fusion peptide	PhoP inhibition	Myeloid diff 2	Myeloid diff 2 GFP+ MAC1+ %	Rac1 GTP hydrolysis	NTR1 ag	NTR1 ag cell count 20 µM
CCOc1cc(/C=C/c2cc(C(F)(F)F)[nH]c(=O)n2)ccc1O	-2%	4%	4%	4%	8.7%	-3%	i	0.4	?	1.1	101
C=CCNS(=O)(=O)c1cc2c3c(c1)CCN3C(=O)CC2	4%	13%	-14%	9%	1.3%	-3%	i	5.4	6%	0.8	64
CN1C(=O)/C(=C/c2ccccc2F)Sc2ccc(C(=O)N3CCCC3)cc21	-2%	-1%	-5%	3%	0.6%	-6%	i	1.1	4%	6.7	55
CC1(C)Cc2c(sc3c2c(=N)n(Cc2ccco2)c(=O)n3CC(=O)Nc2ccccc2)CO1	-3%	4%	7%	-1%	4.6%	4%	i	0.7	5%	-0.2	41
CCn1c(=O)c(C(=O)Nc2ccccn2)c(O)c2ccccc21	-1%	11%	-3%	11%	2.4%	3%	i	0.0	5%	2.4	48
CCc1ccc(C(=O)NNc2cc(Cl)ccc2Cl)cc1	5%	18%	-1%	5%	0.8%	-15%	i	0.3	-10%	2.9	57
Cc1cc(C)c(NC(=O)OCCN2CCOCC2)c(C)c1	7%	2%	-9%	-1%	0.2%	-8%	i	0.7	2%	-1.9	76
CC1(C)CC[C@]2(C(=O)O)CC[C@]3(C)C(=CC[C@@H]4[C@@]5(C)CC[C@H](O)C(C)(C)[C@@H]5CC[C@]43C)[C@@H]2C1	-2%	13%	2%	1%	3.0%	-3%	i	5.5	7%	8.9	55
O=C(N/N=C/c1cccc(O)c1)c1ccc(NC(=O)c2cccc([N+](=O)[O-])c2)cc1	-8%	-8%	0%	-2%	-3.9%	4%	i	0.3	9%	0.8	85
O=C(c1cc2cc([N+](=O)[O-])ccc2oc1=O)n1cccn1	9%	14%	-6%	-1%	21%	-7%	i	0.6	9%	-0.2	52
CC1(CCc2ccccc2)NC(=O)N(Cc2nnc(-c3ccccc3Br)o2)C1=O (centres undefined)	0%	-3%	1%	-3%	0.5%	3%	i	0.6	5%	-0.6	44
COCCOC(=O)C1=C(C)N=C2SCCC(=O)N2C1c1cccc(Br)c1 (centres undefined)	-13%	10%	-5%	2%	2.3%	4%	i	0.4	4%	-0.5	72
COCC(C)n1c(C)cc(C(=O)COC(=O)c2ccc3c(c2)NC(=O)CS3)c1C (centres undefined)	1%	4%	-4%	1%	8.8%	-9%	i	0.3	5%	2.9	100
CCOC(=O)N1CCN(C(=O)c2cc(COc3cccc(C(F)(F)F)c3)on2)CC1	-13%	4%	-5%	7%	-0.4%	-1%	i	0.5	5%	2.3	61
Cc1nc(SCC(=O)NCC(F)(F)F)c2c(-c3cccs3)csc2n1	-14%	-2%	-5%	5%	1.3%	-10%	i	0.2	5%	5.9	97
CCCCN(C)C(=O)C1CCC(CNS(=O)(=O)c2ccc3c(c2)CC(C)N3C(=O)C2CC2)CC1 (centres undefined)	6%	1%	-10%	5%	2.2%	-9%	i	5.8	12%	-0.2	54
CCOC(=O)N1CCN(C(=O)C2CCN(Cc3nc(-c4ccccc4C)oc3C)CC2)CC1	0%	7%	-4%	1%	3.2%	-4%	?	/	7%	-1.1	42
COc1ccc(-c2cc(C(F)F)n3ncc(C(=O)N4CCSCC4)c3n2)cc1	-8%	1%	-8%	1%	-2.6%	1%	i	1.0	10%	0.7	40
CC(=O)c1sc(NC(=O)C2=NN(c3ccccc3)C(=O)CC2)nc1C	0%	10%	-3%	3%	-1.0%	0%	i	0.5	7%	0.6	60

Arranged by length of the SMILES (high to low): nine of the compounds above.
SMILES	GPR35 arrestin U2OS	GPR55 antagonists	LYP phosphatase	Siah-1 displacement	HIV fusion peptide	PhoP inhibition	Myeloid diff 2	Myeloid diff 2 GFP+ MAC1+ %	Rac1 GTP hydrolysis	NTR1 ag	NTR1 ag cell count 20 µM
CC1(C)CC[C@]2(C(=O)O)CC[C@]3(C)C(=CC[C@@H]4[C@@]5(C)CC[C@H](O)C(C)(C)[C@@H]5CC[C@]43C)[C@@H]2C1	-2%	13%	2%	1%	3.0%	-3%	i	5.5	7%	8.9	55
CCCCN(C)C(=O)C1CCC(CNS(=O)(=O)c2ccc3c(c2)CC(C)N3C(=O)C2CC2)CC1 (centres undefined)	6%	1%	-10%	5%	2.2%	-9%	i	5.8	12%	-0.2	54
CC1(C)Cc2c(sc3c2c(=N)n(Cc2ccco2)c(=O)n3CC(=O)Nc2ccccc2)CO1	-3%	4%	7%	-1%	4.6%	4%	i	0.7	5%	-0.2	41
CCOC(=O)N1CCN(C(=O)C2CCN(Cc3nc(-c4ccccc4C)oc3C)CC2)CC1	0%	7%	-4%	1%	3.2%	-4%	?	/	7%	-1.1	42
CC(=O)c1sc(NC(=O)C2=NN(c3ccccc3)C(=O)CC2)nc1C	0%	10%	-3%	3%	-1.0%	0%	i	0.5	7%	0.6	60
CCOc1cc(/C=C/c2cc(C(F)(F)F)[nH]c(=O)n2)ccc1O	-2%	4%	4%	4%	8.7%	-3%	i	0.4	?	1.1	101
Cc1nc(SCC(=O)NCC(F)(F)F)c2c(-c3cccs3)csc2n1	-14%	-2%	-5%	5%	1.3%	-10%	i	0.2	5%	5.9	97
O=C(c1cc2cc([N+](=O)[O-])ccc2oc1=O)n1cccn1	9%	14%	-6%	-1%	21%	-7%	i	0.6	9%	-0.2	52
C=CCNS(=O)(=O)c1cc2c3c(c1)CCN3C(=O)CC2	4%	13%	-14%	9%	1.3%	-3%	i	5.4	6%	0.8	64

Compound activity: PubChem BioAssay, several laboratories
